# Scp-1 inhibitor = Scp-1 phosphatase inhibitors, primary screen, biochemical, colorimetric, uHTS; inhibition, % at 20 µM; Recombinant Scp1, phosphopeptide, malachite green phosphate absorbance; actives 0.88% (n = 340,000);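 active = inhibition above about 50% at 20 µM, limit read from the data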;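 note: plate controls were DMSO wells with enzyme for no effect and wells lacking enzyme for full effect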
#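 Test system – truncated SCP-1 phosphatase (76-261aa) · Reagent – Phosphorylated 17-residue peptide substrate · Incubation – 45 min room-temperature reaction, 5 min colour, 30 min stabiliser · Detection – colorimetric phosphate reagent with accelerator and stabiliser, absorbance at 630 nm · Measure – % inhibition at 20 µM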
# SUMO1-SIM PPI = modulators of SUMO1 protein-protein interactions, primary screen, biochemical, uHTS. actives 0.33% (n = 360,000). SUMO1 binding to a labelled peptide, TR-FRET, 1 h. inhibition, % at 20 µM. Small ubiquitin-related modifier 1 (Homo sapiens), P63165; in the data active = inhibition above about 37%
# DNMT1 inh = human DNMT1 methyltransferase inhibitors, primary screen, biochemical, molecular beacon, fluorescence, HinP1I cleavage, uHTS; actives 0.83% (n = 360,000); DNA (cytosine-5)-methyltransferase 1 (Homo sapiens), P26358; AID 588458, 2011; inhibition (reported as % activation of signal), % at 10 µM; in the data active = inhibition above about 50%
# Target sequence (P26358 504-1616 limits assumed): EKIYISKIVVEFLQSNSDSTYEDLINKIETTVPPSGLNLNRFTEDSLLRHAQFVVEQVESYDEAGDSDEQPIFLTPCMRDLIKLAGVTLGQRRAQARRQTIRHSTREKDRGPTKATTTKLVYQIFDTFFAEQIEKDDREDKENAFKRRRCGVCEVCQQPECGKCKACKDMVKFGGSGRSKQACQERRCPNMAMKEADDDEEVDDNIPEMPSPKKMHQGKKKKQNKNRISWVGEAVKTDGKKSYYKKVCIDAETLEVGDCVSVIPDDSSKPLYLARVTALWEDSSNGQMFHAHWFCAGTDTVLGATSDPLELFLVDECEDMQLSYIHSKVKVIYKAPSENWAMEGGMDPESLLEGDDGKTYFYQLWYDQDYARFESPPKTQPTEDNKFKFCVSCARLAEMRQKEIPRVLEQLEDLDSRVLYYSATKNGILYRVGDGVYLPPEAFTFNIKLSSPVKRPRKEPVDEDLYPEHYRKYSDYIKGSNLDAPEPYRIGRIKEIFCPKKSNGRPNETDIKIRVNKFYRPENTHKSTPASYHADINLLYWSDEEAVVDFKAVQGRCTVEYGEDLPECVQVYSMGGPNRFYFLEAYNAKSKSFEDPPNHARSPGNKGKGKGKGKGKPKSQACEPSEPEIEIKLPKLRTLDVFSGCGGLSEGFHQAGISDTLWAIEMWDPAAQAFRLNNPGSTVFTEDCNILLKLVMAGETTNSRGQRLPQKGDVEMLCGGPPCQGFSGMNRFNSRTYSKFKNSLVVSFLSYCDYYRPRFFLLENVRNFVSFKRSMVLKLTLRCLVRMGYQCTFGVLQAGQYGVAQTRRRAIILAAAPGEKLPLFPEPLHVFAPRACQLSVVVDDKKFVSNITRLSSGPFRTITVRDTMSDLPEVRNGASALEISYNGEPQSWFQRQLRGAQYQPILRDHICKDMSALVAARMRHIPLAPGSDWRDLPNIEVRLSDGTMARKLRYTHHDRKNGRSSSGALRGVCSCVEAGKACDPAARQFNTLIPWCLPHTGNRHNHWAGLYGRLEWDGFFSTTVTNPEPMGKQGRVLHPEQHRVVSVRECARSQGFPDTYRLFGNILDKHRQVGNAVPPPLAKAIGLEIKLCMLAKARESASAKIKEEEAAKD
# MLLE-PAM2 inh = inhibitors of PABP1 MLLE–PAM2 peptide binding, primary screen, biochemical, fluorescence polarization, FITC-PAM2, GST-MLLE. actives 0.36% (n = 360,000). AID 588489, 2011. inhibition, % at 20 µM. Polyadenylate-binding protein 1 (Homo sapiens), P11940; in the data active = inhibition above about 35%, passing the limit was not always enough;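 note: plate controls were DMSO wells with GST-MLLE for no effect and wells lacking GST-MLLE protein for full effect; some results filed as inactive read as strong as hits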
# CSN deneddyl inh = inhibitors of CSN-mediated cullin deneddylation, primary screen, biochemical, fluorescence polarization, uHTS; Purified CSN, SCF-Nedd8-OG deneddylation; AID 651999, 2013; COP9 signalosome complex subunit 5 (Homo sapiens), Q92905; actives 0.38% (n = 360,000); inhibition, % at 12.5 µM;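 active = pattern-corrected inhibition above about 35%, with an unprinted fluorescence ratio check between 0.5 and 1.5, limit read from the data, passing the limit was not always enough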;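 note: 0% = enzyme with substrate and 100% = substrate without enzyme; some results filed as inactive read as strong as hits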
#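 Material: human Csn5 produced in HEK293T cells; Input: enzyme 0.24 nM; Reagent: SCFSkp2-Nedd8OG substrate at 10 nM final; Dosing: 12.5 µM compound; Incubation: 90 min reaction at room temperature; Detection: fluorescence polarization of the substrate; Evaluation: % inhibition of substrate cleavage by Csn5; Control set: substrate-only high control, full reaction low control.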
# TbMetRS inhib = T. brucei MetRS inhibitors, primary screen, biochemical, luminescence | purified T. brucei MetRS, ATP depletion, Kinase-Glo luminescence | inhibition, % at 11.9 µM | actives 0.4% (n = 360,000) | AID 624268, 2012;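 active = inhibition above a per-plate cutoff of the control wells' mean inhibition plus 3 SD, cut at about 5.5% in these data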;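 note: 0% = DMSO wells median and 100% = median of wells with control inhibitor compound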
#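 Material: parasite MetRS enzyme / Replication: singlicate, one well per compound / Signal: luminescence of leftover ATP / Schedule: 2 h aminoacylation at 25 °C after 15 min preincubation / Medium: HEPES-MgCl2-KCl buffer plus DTT, spermine, BSA, pyrophosphatase / Doses: 11.9 µM single point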
# STEP inh = STEP phosphatase inhibitors, primary screen, biochemical, fluorescence intensity, uHTS | Tyrosine-protein phosphatase non-receptor type 5 (Homo sapiens), P54829 | recombinant STEP, OMFP fluorogenic substrate | AID 588621, 2011 | inhibition, % at 20 µM | actives 0.25% (n = 360,000);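 active = inhibition at 20 µM, scaled per plate between control wells, above about 37%, limit read from the data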;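 note: 0% = DMSO with enzyme and substrate and 100% = substrate only without enzyme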
#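 Also added – OMFP at 25 µM · Test system – STEP tyrosine phosphatase · Technique – FITC-channel fluorescence of OMFP product · Schedule – 20 min at room temperature, dark · Evaluation – control-normalized % inhibition with plate pattern correction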
# Rpn11 inh = Rpn11 (PSMD14) deubiquitinase inhibitors, primary screen, biochemical, fluorescence polarization, uHTS. human 26S proteasome, Ub4-pepOG fluorescence polarization; 20S core pre-blocked with epoxomicin. actives 0.59% (n = 360,000). calls only at 20 µM. AID 588493, 2011;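 active = inhibition at 20 µM, scaled to each plate's controls, above about 33%, limit read from the data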
# NadD inh = inhibitors of S. aureus NadD, primary screen, biochemical, colorimetric, uHTS. purified NadD enzyme, colorimetric absorbance read-out. actives 0.78% (n = 360,000). Nicotinate-nucleotide adenylyltransferase NadD (Staphylococcus aureus N315). inhibition, % at 20 µM; in the data active = inhibition above about 26%; note: some compounds past the cut are filed as inactive
# LMPTP inh = LMPTP phosphatase inhibitors, primary screen, biochemical, fluorescence intensity, uHTS; recombinant LMPTP-A, OMFP fluorogenic substrate; inhibition, % at 20 µM; actives 0.22% (n = 360,000);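 active = compounds that cut the enzyme signal by at least half of the control window in the single-dose screen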;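 note: plate controls were DMSO wells with enzyme plus substrate for no effect and substrate without enzyme for full effect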
#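 Test system – LMPTP-A phosphatase enzyme · Quantity – 0.625 nM LMPTP-A final · Reagent – OMFP substrate, 400 µM final · Dosing – one test concentration per compound, 20 µM, with 3% DMSO overall · Timing – 50 min enzyme reaction at room temperature, protected from light · Detection – fluorescence intensity · Controls – substrate-only low control, DMSO enzyme-plus-substrate high control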
# An asterisk follows results filed as active; i = inactive; / = no result given.
# Start of the data: the first 2 entries, ahead of the listing:
SMILES,Scp-1 inhibitor,SUMO1-SIM PPI,DNMT1 inh,MLLE-PAM2 inh,CSN deneddyl inh,TbMetRS inhib,STEP inh,Rpn11 inh,NadD inh,LMPTP inh
O=C(NC1CCCCC1)c1cccc2c1C(=O)c1ccc(-c3ccc(OC(F)(F)F)cc3)cc1S2(=O)=O,0,9,2,-12,-4,-0.5,2,i,24,-0.2
CCCn1nnc(NC(=O)c2ccc(Br)cc2)n1,0,0,5,3,2,-1.7,-1,i,1,-1.9

# The list itself (from the top)
SMILES,Scp-1 inhibitor,SUMO1-SIM PPI,DNMT1 inh,MLLE-PAM2 inh,CSN deneddyl inh,TbMetRS inhib,STEP inh,Rpn11 inh,NadD inh,LMPTP inh
O=C(NC1CCCCC1)c1cccc2c1C(=O)c1ccc(-c3ccc(OC(F)(F)F)cc3)cc1S2(=O)=O,0,9,2,-12,-4,-0.5,2,i,24,-0.2
CCCn1nnc(NC(=O)c2ccc(Br)cc2)n1,0,0,5,3,2,-1.7,-1,i,1,-1.9
COc1ccc2nc3ccccc3nc2c1NC(=O)c1ccc(Br)cc1,-3,-8,-5,34,4,0.4,-4,i,-5,-0.6
COc1ccc(C2/C=C\CN(C(=O)OCc3ccccc3)CC(=O)N2Cc2ccc(F)cc2)cc1 (stereo not drawn),0,-1,-1,-3,-1,-0.3,-1,i,-1,2.5
COc1ccc(-c2c(NC(C)=O)n(C)c3ccccc3c2=O)cc1,-4,3,1,6,5,-0.3,0,i,-2,-0.9
CSc1nc(S(C)(=O)=O)nc2[nH]c(=O)[nH]c12,-8,-2,-1,-5,0,-0.1,-2,i,0,-0.8
COc1ccc(S(=O)(=O)n2cnc3cc(C)c(C)cc32)cc1,-10,-1,4,-18,1,-0.5,-6,i,-2,-1.8
CCOc1ccc(NS(=O)(=O)c2ccc(C(=O)NCCCN3CCCC3=O)cc2)cc1,-8,1,2,-1,-1,-0.2,0,i,7,0.0
NC(=O)C1CCN(c2nc(-c3ccccc3N)cs2)CC1,-8,-8,11,24,3,-0.2,-2,i,-4,-1.8
CCCCOP(=O)(OCCCC)C(O)c1ccc(N(C)C)cc1 (stereo not drawn),-10,1,-1,9,0,0.8,0,i,1,-0.8
Cc1ccc(C)c(OCCC(=O)OCC(=O)NC(=O)NC2CCCCC2)c1,-5,-2,4,-16,-1,-0.1,0,i,0,3.5
CC(C)CC(=O)NC(=S)Nc1ccc(N2CCCC2)c(Cl)c1,-5,-1,-1,13,-3,-0.6,3,i,-3,0.0
COc1ccccc1N1CCN(C(=O)c2ccc(Cl)c(S(=O)(=O)N3CCOCC3)c2)CC1,-5,-2,-2,4,0,-0.6,-1,i,-7,-0.4
CCOc1ccccc1C(=O)Nc1ccc(S(=O)(=O)N2CCOCC2)cc1,1,1,-2,-4,-7,1.1,0,i,-5,0.6
COc1ccc(NC2=CC(=S)NC(C)(C)C2)cc1,1,-9,-5,-67,43*,-0.6,1,/,-1,0.1
COCCCNC(=S)N/N=C/c1ccc(N(C)C)cc1Cl,-10,4,2,-16,1,-0.4,3,i,-3,-0.5
CN1C(=O)/C(=C/c2cn(CC(=O)N3CCCCC3)c3ccccc23)NC1=S,-5,-10,0,-136,11,-0.2,2,i,2,0.8
Cc1ccc(S(=O)(=O)N2CCN(Cc3cc(=O)n4ccccc4n3)CC2)c(C)c1,-6,-11,3,5,0,-0.5,2,i,4,-0.4
COc1cc2[nH]c(=S)n(Cc3cccs3)c(=O)c2cc1OC,-7,-1,0,-97,-9,0.7,0,i,-3,-0.6
O=C(Nc1ccc(F)cc1)c1ccccc1S(=O)(=O)c1ccccc1[N+](=O)[O-],-10,-8,6,-2,-9,-0.2,2,i,-7,-0.8
O=C(COC(=O)CCN1C(=O)c2ccccc2C1=O)Nc1ccc(S(=O)(=O)N2CCCC2)cc1,-3,-6,-1,-3,3,-1.4,-1,i,-1,-0.2
Nc1ccn(-c2ccc(Cl)cc2)c(=O)c1,4,0,-1,-2,2,-0.6,-10,i,1,0.2
O=C(CSc1nnc2ccccn12)Nc1cccc(S(=O)(=O)N2CCOCC2)c1,-9,3,2,-14,7,-1.0,-3,i,2,-0.7
O=C(NCc1ccco1)c1ccc2nc([C@@H]3O[C@H](CO)[C@H](O)[C@H](O)[C@H]3O)[nH]c2c1,/,2,1,3,4,-0.1,2,i,-2,-1.1
CCOC(=O)CSc1nc2ccsc2c(=O)[nH]1,-4,0,-3,-11,0,-0.5,1,i,9,-1.4
COc1cc2c(c(OC)c1OC)-c1c(cc(OC)c(OC)c1OC)C[C@](C)(O)[C@@H](C)C2,-8,0,5,-37,1,-0.2,-1,i,-3,-0.7
Cc1ccc(N(C)C(=O)CCNC(=O)Cn2cnc3ccccc3c2=O)cc1C,-1,4,2,-7,-8,-0.2,-2,i,-2,0.2
COc1ccc(/C=N/NC(=O)c2ccn[nH]2)cc1CSc1ccccn1,-9,-16,1,11,0,-0.3,-1,i,-2,1.7
Cc1cc(NC(=O)CCC(=O)N(Cc2ccco2)C2(C(=O)NC3CCCCC3)CCCC(C)C2)no1 (stereo not drawn),-5,-2,0,-12,2,-0.5,-1,i,-4,-1.2
O=C1NCC(O)=C1C=NCCCO,-3,1,-1,3,-2,-0.2,0,i,4,-1.2
CCOC(=O)C1=CNS(=O)(=O)NC1c1ccc(OC(C)=O)cc1 (stereo not drawn),4,0,4,3,6,-1.1,-1,i,-1,-2.7
C[C@H]1CN([C@@H](C)CO)C(=O)Cc2cc(NC(=O)CCC(F)(F)F)ccc2O[C@H]1CN(C)C(=O)Nc1ccc(F)cc1,-7,3,3,0,3,-0.3,-1,i,-4,-0.6
CCCCCn1c(=O)[nH]c2cc(C(=O)NCCCN(CC)CC)ccc2c1=O,-6,-1,2,4,-5,-1.1,3,i,-10,-1.2
Cc1[nH]c2ccc(C(=O)N3CCN(Cc4ccccc4)CC3)cc2c1C,-7,-7,-1,-6,1,4.8,0,i,-5,2.0
CCCCCCCCN1C(=O)[C@H](CC(=O)NCc2ccc(OC)c(OC)c2)C[C@@]2(C(=O)OC)CC(C)(C)CC=C12,/,0,/,/,6,-0.3,/,/,/,5.0
Cc1cc(C(=O)Nc2sc3c(c2C#N)CCC(C)C3)no1 (stereo not drawn),-8,-4,2,1,2,0.1,-4,i,-4,-1.4
COc1ccc(CNS(=O)(=O)c2ccc(S(=O)(=O)NC3CC3)cc2)cc1,-1,-5,-1,3,-5,-0.2,-1,i,-4,-1.7
CCOC(=O)N1CCN(C(=O)CSc2nnc(-c3ccc(C)c(C)c3)o2)CC1,-8,1,0,10,3,0.7,3,i,-4,0.3
O=C(NCc1cccc(Cl)c1)c1ccc(CS(=O)Cc2ccc(Cl)cc2)o1 (stereo not drawn),-6,-4,-6,15,1,1.8,-2,i,-6,-0.1
O=C(CCC(=O)OCc1cccc([N+](=O)[O-])c1)Nc1ccc(F)cc1,2,-8,3,15,-4,-0.8,0,i,-6,-0.4
COCCN(C(=O)CSc1nnc(-c2ccccc2F)o1)c1c(N)n(CC(C)C)c(=O)[nH]c1=O,6,-2,0,-21,-7,-0.2,-1,i,0,-0.1
COc1c(C)cc(C(=O)C2CCCN(C(=O)CCc3scnc3C)C2)cc1C (stereo not drawn),-6,-3,3,3,1,-1.1,-2,i,-2,-0.8
COc1ccccc1NC(=O)CN1C(=O)COc2ccc(S(=O)(=O)N3CCOCC3)cc21,-3,-6,-1,13,-2,0.0,0,i,3,0.7
N[C@@H](CO)c1nnc([C@H](Cc2ccc(O)cc2)NC(=O)C2CCNCC2)o1,-7,-1,5,3,-4,-0.2,-3,i,-3,-2.6
COc1ccc(S(=O)(=O)NC(C)C(=O)NCc2ccncc2)cc1OC (stereo not drawn),-2,2,1,24,-7,-0.5,1,i,-8,-1.8

# Random excerpt: 4 compounds from above, in no set order.
SMILES,Scp-1 inhibitor,SUMO1-SIM PPI,DNMT1 inh,MLLE-PAM2 inh,CSN deneddyl inh,TbMetRS inhib,STEP inh,Rpn11 inh,NadD inh,LMPTP inh
COc1c(C)cc(C(=O)C2CCCN(C(=O)CCc3scnc3C)C2)cc1C (stereo not drawn),-6,-3,3,3,1,-1.1,-2,i,-2,-0.8
COc1ccccc1NC(=O)CN1C(=O)COc2ccc(S(=O)(=O)N3CCOCC3)cc21,-3,-6,-1,13,-2,0.0,0,i,3,0.7
COc1ccc(S(=O)(=O)NC(C)C(=O)NCc2ccncc2)cc1OC (stereo not drawn),-2,2,1,24,-7,-0.5,1,i,-8,-1.8
N[C@@H](CO)c1nnc([C@H](Cc2ccc(O)cc2)NC(=O)C2CCNCC2)o1,-7,-1,5,3,-4,-0.2,-3,i,-3,-2.6

# Results in STEP inh, DNMT1 inh and NadD inh (3 entries from above):
Molecule,STEP inh,DNMT1 inh,NadD inh
COCCN(C(=O)CSc1nnc(-c2ccccc2F)o1)c1c(N)n(CC(C)C)c(=O)[nH]c1=O,-1,0,0
COc1ccccc1NC(=O)CN1C(=O)COc2ccc(S(=O)(=O)N3CCOCC3)cc21,0,-1,3
N[C@@H](CO)c1nnc([C@H](Cc2ccc(O)cc2)NC(=O)C2CCNCC2)o1,-3,5,-3

# Source: PubChem BioAssay
